CHT block – inhibitors of human choline transporter CHT; B-score at 10 µM; AID 488975; Q9GZV3; CHT-expressing cells, membrane potential dye, choline response; active compounds read low; 310,000 compounds, 0.86% hits;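 active = B-score over 3 SD under the library average, and starting fluorescence ratio not unusually high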;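 note: choline stimulus applied at its EC90 after an EC20 pre-addition; B-score computed on integrated fluorescence ratio after choline addition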
Target sequence (Q9GZV3 whole entry, looked up): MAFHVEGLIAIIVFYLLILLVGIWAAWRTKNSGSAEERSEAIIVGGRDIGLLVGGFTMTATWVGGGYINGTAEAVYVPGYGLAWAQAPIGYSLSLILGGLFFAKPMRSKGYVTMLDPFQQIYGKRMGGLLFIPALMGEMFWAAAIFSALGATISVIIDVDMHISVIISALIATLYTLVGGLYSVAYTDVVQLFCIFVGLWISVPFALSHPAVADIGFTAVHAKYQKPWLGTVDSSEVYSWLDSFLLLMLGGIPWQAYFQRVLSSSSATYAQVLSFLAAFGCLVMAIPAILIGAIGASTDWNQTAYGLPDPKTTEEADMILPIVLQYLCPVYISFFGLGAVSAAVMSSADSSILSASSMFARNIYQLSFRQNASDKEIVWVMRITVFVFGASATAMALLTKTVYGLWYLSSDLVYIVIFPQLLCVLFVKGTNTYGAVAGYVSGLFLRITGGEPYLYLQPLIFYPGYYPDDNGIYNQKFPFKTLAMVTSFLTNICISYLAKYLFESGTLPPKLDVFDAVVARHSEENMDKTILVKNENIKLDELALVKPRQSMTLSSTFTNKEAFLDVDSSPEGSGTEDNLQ
CHT allo act – allosterically activates the human high affinity choline transporter | Q9GZV3 | CHT-expressing cells, membrane potential dye, choline EC20; active compounds read high; LV-AA mutant CHT in HEK293 cells | B-score at 10 µM | 310,000 compounds, 0.49% hits;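 active = initial fluorescence not abnormally high and integrated response B-score, plate-corrected, over 3 SD above library mean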
* hit, by the source's call; i = inactive. This is a random part of the collection, and some 1.5% of all compounds hit somewhere here.

SMILES	CHT block	CHT allo act
CC(=O)N/N=C(\C)c1ccc2c(c1)OCCO2	i	i
COc1ccccc1NC(=O)Cn1ncc2c1-c1ccccc1OC2	i	i
CC(C)=CCCC(C)CN1CCC(N2CCC(C(=O)NC(C)C)CC2)CC1 (centres undefined)	i	i
O=C(CCN1C(=O)/C(=C/c2cccs2)SC1=S)Nc1cccc(O)c1	i	i
Brc1ccc(-c2csc(-c3c[nH]c4ccccc34)n2)cc1	i	i
CC1(C)CC(=O)CC(=Nc2ccc3[nH]c(=O)[nH]c3c2)C1	i	i
Cc1ccccc1N=C1SC(CC(=O)Nc2ccc3ccccc3c2)C(=O)N1Cc1ccccn1 (centres undefined)	i	i
Cc1ccc(NC(=O)COC(=O)/C=C/c2ccco2)cc1S(=O)(=O)N(C)C	i	i
CCCCCCn1cnc2c(oc3nc4c(cc32)CCCC4)c1=O	i	i
Cn1c(CN2CCOCC2)c(C#N)c2ccccc21	i	i
CCOC(=O)C(C)(C)C(=O)C(C)(C)C(O)c1ccccn1 (centres undefined)	i	i
Cc1ccccc1CSc1nnc(C)c(=O)n1N	i	i
CC1C=CCC2C(=O)N(c3ccc(Cl)cc3O)C(=O)C12 (centres undefined)	i	i
COc1ccc(OC)c(-c2csc(NC(=O)C3=COCCO3)n2)c1	i	i
Cn1nccc1C(=O)Nn1cnnc1	i	i
Cc1nnc(N2C(=O)c3cccc4c([N+](=O)[O-])ccc(c34)C2=O)s1	i	i
CC(=O)c1cc(CN2CCN(Cc3ccccc3)C(CCO)C2)cs1 (centres undefined)	i	i
CCn1c(O)c(N=NC(=O)c2ccc(CSc3nncn3C)cc2)c2ccccc21	i	i
Cc1ccc(S(=O)(=O)N2CCC(C(=O)Nc3ccccc3N3CCCC3)CC2)cc1C	i	i
CCN(CC)CCNS(=O)(=O)c1ccc(Cl)cc1	i	i
CC(=O)NCC(=O)NNC1CC(=O)N(c2cccc(Cl)c2)C1=O (centres undefined)	i	i
O=C(NNC(=O)c1cccs1)c1ccc(Br)cc1	i	i
COc1ccc(COc2ccccc2C(N)=O)cc1F	i	i
CCOC(=O)c1c(C)c(C(=O)Nc2ccc3c(c2)OCO3)c(C)n1C	i	i
CCOC(=O)C1CCCN(C(=O)CCC(=O)Nc2ccc3nc(N4CCOCC4)cc(C)c3c2)C1 (centres undefined)	i	i
O=C1COc2ccc(C(=O)COC(=O)CNC(=O)c3ccccc3)cc2N1	i	i
CCOc1c2ccc(C(=O)NCc3cc(C(F)(F)F)cc(C(F)(F)F)c3)cc2nn1CCOC	i	i
CC1=C(c2ccccc2)[N+](=O)C2(CCCCC2)N1[O-]	i	i
CCCCCCNC(=O)CNC(=S)N(Cc1cccs1)C1CCCCC1	i	i
Cc1ccc(N2C(=O)N(CC(=O)Nc3cc(F)ccc3C)C(=O)C2C)cc1 (centres undefined)	i	i

Sorted by heavy-atom count (lowest first): some entries from above.
SMILES	CHT block	CHT allo act
Cn1nccc1C(=O)Nn1cnnc1	i	i
CCN(CC)CCNS(=O)(=O)c1ccc(Cl)cc1	i	i
CC1=C(c2ccccc2)[N+](=O)C2(CCCCC2)N1[O-]	i	i
CC1C=CCC2C(=O)N(c3ccc(Cl)cc3O)C(=O)C12 (centres undefined)	i	i
CC(=O)NCC(=O)NNC1CC(=O)N(c2cccc(Cl)c2)C1=O (centres undefined)	i	i
COc1ccc(OC)c(-c2csc(NC(=O)C3=COCCO3)n2)c1	i	i
CCOC(=O)c1c(C)c(C(=O)Nc2ccc3c(c2)OCO3)c(C)n1C	i	i
CCCCCCNC(=O)CNC(=S)N(Cc1cccs1)C1CCCCC1	i	i
O=C1COc2ccc(C(=O)COC(=O)CNC(=O)c3ccccc3)cc2N1	i	i
CCn1c(O)c(N=NC(=O)c2ccc(CSc3nncn3C)cc2)c2ccccc21	i	i
Cc1ccc(S(=O)(=O)N2CCC(C(=O)Nc3ccccc3N3CCCC3)CC2)cc1C	i	i
CCOc1c2ccc(C(=O)NCc3cc(C(F)(F)F)cc(C(F)(F)F)c3)cc2nn1CCOC	i	i
CCOC(=O)C1CCCN(C(=O)CCC(=O)Nc2ccc3nc(N4CCOCC4)cc(C)c3c2)C1 (centres undefined)	i	i

Remaining list, next part.
SMILES	CHT block	CHT allo act
CCOC(=O)c1[nH]c(C)c(/C(O)=C2\C(=O)C(=O)N(CCCN(C)C)C2c2cccnc2)c1C (centres undefined)	i	i
Cc1c(NS(=O)(=O)c2cccc(C(=O)NCc3ccc(Cl)cc3)c2)c(=O)n(-c2ccccc2)n1C	i	i
COc1ccc(NS(=O)(=O)c2ccc3nc(COc4ccc(C#N)cc4)[nH]c3c2)cc1	i	i
CCOC(=O)c1ccc(COC(=O)CNC(=O)CNC(=O)Cc2ccccc2)cc1	i	i
COc1cccc(NC(=O)CSc2nnc(NC(=O)C3CCC3)s2)c1	i	i
CSc1nsc(SC)c1C(=O)N1CCN(S(=O)(=O)c2ccc(C)cc2)C1C(C)C (centres undefined)	i	i
Cc1ccc(S(=O)(=O)Nc2cccc(C(=O)NCCCN3CCCC3=O)c2)cc1F	i	i
CCOC(=O)c1cc(-c2ccccc2)nc2c1c(C)nn2-c1ccccn1	i	8.59*
C=CCNS(=O)(=O)c1ccc(OCC(=O)OCC)cc1	i	i
CCCn1c2ccccc2c2cnn(CC(=O)NCCCN3C(C)CCCC3C)c(=O)c21 (centres undefined)	i	i

Arranged by heavy-atom count (highest first): some entries from above
SMILES	CHT block	CHT allo act
Cc1c(NS(=O)(=O)c2cccc(C(=O)NCc3ccc(Cl)cc3)c2)c(=O)n(-c2ccccc2)n1C	i	i
CSc1nsc(SC)c1C(=O)N1CCN(S(=O)(=O)c2ccc(C)cc2)C1C(C)C (centres undefined)	i	i
C=CCNS(=O)(=O)c1ccc(OCC(=O)OCC)cc1	i	i

The listing continues.
SMILES	CHT block	CHT allo act
O=C(c1ccc(Cl)cc1)C1CCN(C(=O)NC2CCCCC2)CC1	i	i
Cc1ccc(NCc2nc(SCC(=O)Nc3ccccc3)n[nH]2)cc1	i	i
N#CC(C#N)=NNc1ccc(S(=O)(=O)N2CCCCC2)cc1	i	i
Cc1ccc2[nH]c(=O)c(CN(C)C(=O)c3cccs3)cc2c1	i	i
Cc1cc(O)c(C(=O)/C=C/c2ccccc2Br)c(=O)o1	i	i
CC1CCC2C(=O)N(c3cccc(OS(=O)(=O)c4ccccc4)c3)C(=O)C2C1 (centres undefined)	i	i
COc1cnc(SCc2c(Cl)cccc2Cl)nc1Cl	i	i
COc1ccc(NC(=O)c2cc3c(CO)cnc(C)c3oc2=Nc2cccc(F)c2)c(OC)c1	i	i
O=C(CCN=C1NS(=O)(=O)c2ccccc21)OCc1nnc(-c2ccccc2)o1	i	i
Cc1nc2ncnn2c(C)c1CCC(=O)NCc1ccc2c(c1)OCO2	i	i
CCn1cc(C(=O)O)c(=O)c2cc(F)c(N/N=C/c3ccccc3[N+](=O)[O-])cc21	i	i
COC(=O)c1ccc(Oc2nc3c(c(=O)n(C)c(=O)n3C)n2CCC(C)C)cc1	i	i
CC(=O)Oc1ccc(-c2cc3ccccc3oc2=O)cc1	i	i
Cc1ccc2c(c1)CC1(CN2C)C(=O)OC2(CCCCC2)OC1=O	i	i
O=C(Nc1ccc(Cl)cn1)c1ccc2c(Cl)c3c(nc2c1)CCC3	i	i
O=[N+]([O-])c1ccc(Oc2cccc(C(F)(F)F)c2)nc1	i	i
NC(=O)c1cc2nc(-c3ccco3)cc(C(F)(F)F)n2n1	i	i
CCOC(=O)/C=c1\s/c(=C\c2ccc(C)cc2)c(=O)n1CC(=O)NCc1ccco1	i	i
NC(=O)COC(=O)c1cccc(S(=O)(=O)N2CCN(c3ccccc3)CC2)c1	i	i
Cc1ccc(O)c(C2=Nc3ccccc3N=C(c3ccco3)C2)c1	i	i
Cc1ccc(C(C)C)c(OCC(=O)NN=C2CCCCCCC2)c1	i	i
CCC/C=C(\CCC)C(NC(=O)Cc1ccccc1)c1ccc(C(=O)OC)cc1 (centres undefined)	i	i
CN(C)S(=O)(=O)c1ccc(NC(=O)COc2ncnc3sccc23)cc1	i	i
COc1ccccc1N1C(=O)CC(N2CCN(c3ccc(F)cc3)CC2)C1=O (centres undefined)	i	i
O=C(NC1CCCCCC1)C1CC(=O)N(c2ccc(Cl)cc2)C1 (centres undefined)	i	i
COc1ccc(OC)c(CNC(=O)c2cc(=O)[nH]c3ccc(S(=O)(=O)N4CCCC4)cc23)c1	i	i
COc1ccc2occ(C(=O)c3ccc(N=C(C)N(C)C)cc3)c2c1	i	i
COc1cc(Br)c(CN2CCCN(C)CC2)cc1OC	i	i
Cc1ccc(O)c(-c2cc(C(=O)NCc3ccncc3)[nH]n2)c1	i	i
O=C(NCc1nnc2c3ccccc3c(-c3ccccc3)nn12)c1ccccc1Cl	i	i
COc1ccc(OCC(=O)Nc2cc(OC)cc(OC)c2)cc1	i	i
COc1cc(/C=C(\C#N)C(N)=O)ccc1OCc1c(C)no[n+]1[O-]	i	i
CCOc1cc(/C=N/n2c(COc3ccccc3)n[nH]c2=S)ccc1O	i	i
CC(C)C1(CCNC(=O)c2cccs2)CCOC(C)(C)C1 (centres undefined)	i	i
Cc1cc(Br)ccc1NC(=O)CN1C(=S)NC(C)(C)CC1C (centres undefined)	i	i
CC(C)Oc1cccc(-c2nnc(SCC(=O)Nc3ccc4c(c3)OCCO4)n2N)c1	i	i
CC1(C)CC(=O)C=C(NC2CCCCC2)C1	i	i
Cn1c(=O)cc(SCC(=O)N2CCCC2)c2ccccc21	i	i
CN1C(C(=O)NCc2ccc(OC(F)(F)F)cc2)CC2Cn3c(nc4cc5ccccc5cc43)C21 (centres undefined)	i	i
O=C(Cc1cccc2ccccc12)NN1C(=O)CSC1=S	i	i
O=C(O)CCC(=O)N1CCN(c2ccc(C(=O)c3ccc(F)cc3)cc2)CC1	i	i
CC(OC(=O)c1cc2sccc2n1C)C(=O)NCc1ccc(F)cc1 (centres undefined)	i	i
COc1ccccc1C1NC(=O)NC(C)=C1C(=O)OCc1ccccc1 (centres undefined)	i	i
O=C(COC(=O)c1cc(=O)c2ccccc2o1)NC1CCCC1	i	i
CC(C)CCn1c(N2CCN(c3cccc(Cl)c3)CC2)nc2c1c(=O)[nH]c(=O)n2C	i	i
Cc1ccc(S(=O)(=O)N2CCN(C(=O)c3ccccc3)CC2)c(C)c1NS(C)(=O)=O	i	i
Cc1ccc(S(=O)(=O)/N=C2/NC(=O)/C(=C/c3cccnc3)S2)cc1	i	i
CN(C)CCN(Cc1ccco1)S(=O)(=O)c1ccc(-c2ccc(=O)[nH]n2)s1	i	i
Cc1c(C)c2ccc(OS(C)(=O)=O)c(C)c2oc1=O	i	i
CC(NC(=O)Nc1ccccc1)C(c1cccs1)N1CCOCC1 (centres undefined)	i	i

Other records follow:
SMILES	CHT block	CHT allo act
Cc1nc(NC(=O)c2ccc(Br)s2)sc1C(=O)N(C)C	i	i
CCOC(=O)CNC(=O)CSc1ncccc1-c1nc2ccccc2[nH]1	i	i
O=C(/C=C/c1cccs1)N1CCN(c2ccc(O)cc2)CC1	i	i
CN(C)/C=C(/C(=O)c1ccc(Cl)cc1Cl)S(=O)(=O)c1ccc(Cl)cc1	i	i
Fc1ccccc1Cn1cc(C(=S)N2CCOCC2)c2ccccc21	i	i
Cc1cc(N2CCC(C)CC2)n2ncc(-c3ccccc3)c2n1	i	i
COCCCN(C(=O)CCOc1ccccc1C)c1c(N)n(Cc2ccccc2)c(=O)[nH]c1=O	i	i
N#Cc1c(Nc2ccccc2)sc(C(=O)C2CC2)c1N	i	i
CC[C@@]12C(=O)N(c3ccc(C)cc3)C(=O)N1[C@H](c1ccc(OC)cc1)[C@@H]1C(=O)N(C(C)(C)C)C(=O)[C@@H]12	i	i
Cc1ccc(S(=O)(=O)N2CCN(C(=O)C(C)Cn3nc(C)c(C)c3C)CC2)cc1C (centres undefined)	i	i
COc1ccc(CSCC(=O)Nc2ccccc2SC)cc1	i	i
CC(C)CNCC(=O)N1c2ccccc2Sc2ccccc21	i	i
COCCn1c(N)c(N(Cc2ccccc2)C(=O)CSCC(=O)Nc2ccc(C)cc2)c(=O)[nH]c1=O	i	i
Cc1ccc(C)c(-c2csc(NC(=O)c3cnccn3)n2)c1	i	i
O=Cc1ccccc1-c1cn(CCCOCc2ccccc2)nn1	i	i
COc1ccc(C(C(=O)NC2CCCC2)N(Cc2ccc(F)cc2)C(=O)c2ccn[nH]2)cc1OC (centres undefined)	i	i
Cc1nc2sc(C(c3ccco3)N3CCN(C(c4ccccc4)c4ccccc4)CC3)c(O)n2n1 (centres undefined)	i	i
CCOc1ccccc1NC(=O)c1cccc(NC2=NC3CS(=O)(=O)CC3S2)c1 (centres undefined)	i	i
CC(=O)c1ccc([N+](=O)[O-])c(CS(=O)(=O)c2ccccc2)c1	i	i
COc1ccc(-c2cc(C(=O)Nc3c(Cl)cc(Cl)cc3Cl)c3ccccc3n2)cc1OC	i	i
Cc1ccc(Nc2nc(-c3c(C)n(C)n(-c4ccccc4)c3=O)c(C)s2)cc1	i	i
CC(C)(CNC(=O)c1cccc(F)c1)CNC(=O)c1cccc(F)c1	i	i
COc1ccc(C(=O)CSc2nnc(-c3ccccn3)n2Cc2ccco2)cc1	i	i
CCC(Sc1nncn1C)C(=O)Nc1nnc(-c2ccccc2Cl)s1 (centres undefined)	i	i
COC(=O)c1cccc(Oc2nc3c(c(=O)n(C)c(=O)n3C)n2C(C)C)c1	i	i
CCc1noc(C)c1C(=O)N(CC)CC(=O)Nc1ccccc1C(F)(F)F	i	i
Cc1ccc(-c2nnc(N3CCN(C(=O)CSc4ncn[nH]4)CC3)c3ccccc23)cc1	i	i
CCN(C(=O)COC(=O)CSc1ccc([N+](=O)[O-])cc1)C1CCS(=O)(=O)C1 (centres undefined)	i	i
CCOc1ccc(N=c2scc(-c3ccc(OC)cc3)n2CCO)cc1	i	i
Cc1n[nH]c(=S)n(/N=C/c2ccccn2)c1=O	i	i
CCOC(=O)Cc1csc(NS(=O)(=O)c2cccc([N+](=O)[O-])c2)n1	i	i
O=C(Nc1cccc(O)c1)C(Cc1ccccc1)N1C(=O)c2cccc3cccc(c23)C1=O (centres undefined)	i	i
O=c1c2c(nc3cc(-c4ccccc4)[nH]n13)CCC2	i	i
CCOc1ccc(N2C(=O)c3ccccc3C2=O)cc1	i	i
CCOC(=O)c1cccc(NC(=O)c2cccnc2)c1	i	i
